Source: PubChem BioAssay (several laboratories)
Bim-Mcl-1 = inhibitors of Bim peptide binding to Mcl-1, primary screen, biochemical, bead-based flow cytometry, multiplex; Bim peptide-Mcl-1 binding; 190,000 compounds, 0.1% hits; inhibition, % at 10 µM; in the data active means inhibition above about 40%;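 further: 0% = no compound tracer wells and 100% = peptide blocker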
Target sequence (Q07820 whole entry, looked up): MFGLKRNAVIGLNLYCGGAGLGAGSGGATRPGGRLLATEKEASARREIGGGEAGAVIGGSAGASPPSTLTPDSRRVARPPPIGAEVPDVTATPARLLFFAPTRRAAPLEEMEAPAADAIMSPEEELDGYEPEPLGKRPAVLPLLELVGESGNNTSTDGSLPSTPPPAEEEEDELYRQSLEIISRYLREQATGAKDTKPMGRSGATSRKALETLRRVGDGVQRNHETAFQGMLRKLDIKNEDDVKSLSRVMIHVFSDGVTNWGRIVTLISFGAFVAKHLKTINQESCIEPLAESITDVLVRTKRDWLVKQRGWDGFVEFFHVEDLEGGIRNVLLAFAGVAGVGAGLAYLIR
Cdc42 wt GTP = modulators of GTP binding to wildtype Cdc42, primary screen, biochemical, multiplex bead flow cytometry, Bodipy-GTP; 190,000 compounds, 0.2% hits; GST-Cdc42 beads; actives lie on both sides; Cell division control protein 42 homolog (Homo sapiens), P60953; percent activity (GTP binding), % at 10 µM;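 active means percent activity GTP binding at least 20 points away from the 100% baseline, either down as inhibitor or up as activator; inconclusive means compound flagged as likely green fluorescent from well-wide comparison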;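 further: median bead fluorescence of bound Bodipy-FL-GTP at 100 nM; 0% = excess unlabeled GTP control and 100% = no compound control; below 100% means less GTP binding so inhibitor and above means activator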
Target sequence (P60953 whole entry, looked up): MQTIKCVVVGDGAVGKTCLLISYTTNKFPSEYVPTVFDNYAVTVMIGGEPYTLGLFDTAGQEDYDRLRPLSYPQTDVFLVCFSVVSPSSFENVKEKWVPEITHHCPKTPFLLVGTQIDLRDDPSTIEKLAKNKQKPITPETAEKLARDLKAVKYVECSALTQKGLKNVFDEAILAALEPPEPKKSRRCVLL
Rac1 wt GTP bind = wildtype Rac1 GTP binding modulators, primary screen, biochemical, GST-Rac1 beads, flow cytometry, multiplex; Ras-related C3 botulinum toxin substrate 1 (Homo sapiens), P63000; fluorescent GTP binding; actives lie on both sides; 0 = cold GTP competed, 100 = untreated; GTP binding activity (% of control), % at 10 µM; 190,000 compounds, 0.27% hits;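 active means GTP binding activity at least 20 points away from the 100% control level, either lower or higher; inconclusive means compound flagged as likely green fluorescent, judged across all proteins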
Rab7 wt GTP bind = modulators of GTP binding to Rab7, primary screen, biochemical, wildtype, multiplex bead flow cytometry | Rab7 GTPase wild type (dog), Bodipy-FL-GTP binding | GST-Rab7 beads, fluorescent GTP binding; actives lie on both sides; untreated = 100%, excess cold GTP = 0% | GTP binding activity (percent of control), % at 10 µM | 190,000 compounds, 0.055% hits;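 active means fluorescent GTP binding to Rab7 beads changed by at least 20 points from the 100% baseline, either direction, mostly lower; inconclusive means compound itself probably fluorescent, or too few beads counted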;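 further: median green fluorescence of bound Bodipy-FL-GTP per Rab7 bead population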
Rab2A wt mod = modulators of GTP binding to Rab2A wildtype, primary screen, biochemical, dog, bead-based flow cytometry, multiplex | GTP binding activity, % at 10 µM | GST-Rab2 wt beads, Bodipy-GTP binding | 190,000 compounds, 0.19% hits;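 active means GTP binding activity at least 20 points away from 100%, either lowered or raised; inconclusive means signal likely due to the compound's own green fluorescence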;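 further: 0% = beads with excess unlabeled GTP and 100% = no-compound control corrected for plate trend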
Mcl1-Noxa inh = Mcl-1/Noxa binding inhibitors, primary screen, biochemical, TR-FRET, 1536-well | 220,000 compounds, 1.5% hits | Induced myeloid leukemia cell differentiation protein Mcl-1 (Homo sapiens), Q07820 | TR-FRET Mcl-1/Noxa peptide binding, 2 h | inhibition, % at 21.7 µM;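 active means compounds that cut the protein-peptide binding signal by more than 50% relative to plate controls in a single-dose test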;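 further: His-tagged Mcl-1 with rhodamine Noxa BH3 peptide and terbium anti-His antibody; 0% = Mcl-1 plus Noxa peptide wells and 100% = peptide-only wells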
Pf gametocyte = late stage P. falciparum gametocyte viability inhibitors, primary screen, ATP luminescence, HTS; P. falciparum stage V gametocytes, 24 h; inhibition, % at 10.9 µM; 150,000 compounds, 0.065% hits; AID 743093, 2013;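 active means inhibition above the mean plus 3 SD of compounds within the control limits, set per campaign, cut at about 38% in these data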;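 further: 0% = DMSO wells and 100% = medium only without gametocytes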
HRas wt GTP = modulators of GTP binding to HRas wildtype, primary screen, biochemical, bead-based flow cytometry, multiplex; GTPase HRas (Homo sapiens), P01112; 190,000 compounds, 0.14% hits; GST-Ras wt beads, Bodipy-FL-GTP binding; actives lie on both sides; AID 759, 2007; GTP binding activity, % at 10 µM;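 active means GTP binding activity at least 20% away from the 100% baseline, either lowered as inhibitor or raised as activator; inconclusive means flagged as likely green fluorescent, judged across all proteins in the well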;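 further: 0% = unlabeled GTP competition control and 100% = no-compound control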
Target sequence (P01112 whole entry, looked up): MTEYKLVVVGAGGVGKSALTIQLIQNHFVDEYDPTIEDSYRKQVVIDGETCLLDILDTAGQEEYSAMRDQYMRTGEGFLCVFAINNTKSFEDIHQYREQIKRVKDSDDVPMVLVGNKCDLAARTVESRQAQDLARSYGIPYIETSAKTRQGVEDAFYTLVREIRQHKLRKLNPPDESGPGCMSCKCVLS
Avidin fluor = green autofluorescence of compounds with avidin beads – biophysical, 488/530 nm, flow cytometry, artefact control, profiling panel | 220,000 compounds, 0.38% hits | fluorescence (KMESF) at 10 µM | compound fluorescence 488/530 nm; active compounds read high; in the data active means fluorescence above about 47; further: inactives centre near 10
Mcl1-Bid inh = Mcl-1/Bid binding inhibitors, primary screen, biochemical, TR-FRET, 1536-well | inhibition, % at 21.7 µM | Induced myeloid leukemia cell differentiation protein Mcl-1 (Homo sapiens), Q07820 | TR-FRET Mcl-1/Bid-Dy647 peptide binding | 220,000 compounds, 0.97% hits | AID 1021, 2008;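 active means compounds that cut the binding signal by more than half at the single screening dose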;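 further: His-tagged Mcl-1 with europium anti-His antibody binding Bid BH3 peptide; 0% = Mcl-1 plus peptide wells and 100% = peptide-only wells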
Rac1 act GTP bind = GTP binding modulators of activated mutant Rac1, primary screen, biochemical, bead-based flow cytometry, multiplex, fluorescent GTP; percent activity (GTP binding), % at 10 µM; AID 764, 2007; GST-Rac1 activated beads; actives lie on both sides; 100% means binding = to untreated wells; 190,000 compounds, 0.11% hits; Ras-related C3 botulinum toxin substrate 1 (Homo sapiens), P63000;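 active means GTP binding at least 20 percentage points away from the 100% baseline, in either direction, so actives lie on both sides; inconclusive means Compound likely fluorescent itself, or too few beads counted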
* = called active by the depositor; ? = inconclusive; / = no result given; [ ] = another dose, or the depositor's remark.

SMILES	Bim-Mcl-1	Cdc42 wt GTP	Rac1 wt GTP bind	Rab7 wt GTP bind	Rab2A wt mod	Mcl1-Noxa inh	Pf gametocyte	HRas wt GTP	Avidin fluor	Mcl1-Bid inh	Rac1 act GTP bind
CCn1c(SCc2cccnc2)nc2c1c(=O)n(C)c(=O)n2C	0	99	99	103	99	8	/	102	11	3	96
COc1ccc(CNC(=O)CCOc2ccc(C(C)(C)C)cc2)cc1	-4	101	102	106	103	4	-6	103	17	-31	96
O=C(CSc1nc2ccccc2s1)Nc1ccc(N2CCOCC2)c(Cl)c1	-4	103	102	100	96	26	11	99	11	22	98
CCCC1(C)SC(NC(C)=O)=NN1C(C)=O (centres undefined)	0	102	102	98	99	2	/	100	11	-16	97
COc1ccc2oc(=O)c(C(=O)NCc3cccnc3)cc2c1	0	105	107	103	101	0	/	101	13	2	99
CC(C)Cn1c(N)c(C(=O)COC(=O)c2ccc(O)cc2)c(=O)n(C)c1=O	0	95	100	97	94	9	-29	97	11	-5	97
CCN1CCN(C(c2cccs2)C(C)NC(=O)c2c(F)cccc2F)CC1 (centres undefined)	1	106	109	100	99	11	/	103	18	0	100
Cc1cc(C)nc(N/N=C/c2cccc3ccccc23)n1	-5	101	101	97	98	16	5	97	10	1	98
Oc1ccc(-c2n[nH]c(=S)n2Cc2ccco2)cc1	2	97	98	96	96	24	11	99	5	-83	97
Cc1ccccc1Nc1nc(N)nc(COC(=O)c2ccc(S(=O)(=O)N(C)C)cc2)n1	-1	97	101	101	99	20	6	99	16	-10	99
Cc1ccc2cc3cc(C(=O)N4CCCCC4C)oc3nc2c1 (centres undefined)	0	98	99	94	101	17	/	99	13	-8	101
COC(=O)c1ccc(-n2nnnc2SCc2ccccc2OC)cc1	0	98	96	95	100	3	-3	99	9	-2	98
CC(C)n1c(=O)[nH]c2cc(C(=O)Nc3ccccc3)ccc21	0	96	102	103	96	16	-17	99	11	-11	93
O=C(O)c1ccccc1Sc1ncnc2sc3c(c12)CCC3	0	129*[activator]	123*[activator]	107	124*[activator]	13	8	121*[activator]	11	-10	123*[activator]
CN1C(=O)c2cccc(NCCCN3C(=O)c4ccccc4C3=O)c2C1=O	-1	102	96	98	98	-80	24	100	23	-22	97
Cc1cc(NC(=O)C2C3C(=O)N(c4cccnc4)C(C(=O)NC(C)(C)C)C34C=CC2(C)O4)no1 (centres undefined)	-4	99	98	103	99	2	-14	98	13	0	98
Cc1cc(C)c(C#N)c(SCSCc2ccccc2)n1	0	95	95	96	96	-11	/	97	10	-6	96
Cc1ccc(N(Cc2ccc(C(=O)Nc3ccccc3C(=O)NCc3ccco3)cc2)S(C)(=O)=O)cc1C	0	103	107	103	102	-15	/	104	8	-34	99
O=C(CSc1nc2[nH]ncc2c(=O)n1-c1ccccc1)NCc1cccs1	-1	102	102	106	100	-16	21	101	10	-5	97
COc1cccc(/C=N/NC(=O)CCc2ccccc2)c1	0	98	99	99	97	-20	/	99	24	-6	98
Cc1ccc(-n2nnnc2SCC(=O)Nc2ccccc2-c2ccccc2)cc1C	-1	97	98	101	95	7	12	95	13	10	95
O=C(O)C1CCCN1c1nc(C(F)(F)F)nc2ccccc12 (centres undefined)	-2	97	101	97	99	11	-5	96	11	-11	100
CC(=O)NCc1cc(-c2nn(C)c(=O)c3ccccc23)ccc1C	0	102	104	104	100	-7	/	100	32	8	100
Cc1cc(S(=O)(=O)Nc2nc(CN3CCOCC3)nc3sc4c(c23)CCCC4)ccc1F	0	101	107	101	100	-11	16	101	12	-26	97
Cc1ccc(CN2CC(C(=O)Nc3ccc4c(C)cc(=O)oc4c3)CC2=O)cc1 (centres undefined)	-1	?	?	?	?	8	/	?	32	-10	?
COc1ccc(NC(=O)CCS(=O)(=O)c2ccc3c(c2)CCCN3C(C)=O)cc1Cl	-2	97	98	95	94	1	9	95	22	-3	96
CCN(CC)C(=O)CSc1nnc(-n2nc(C)cc2C)c2ccccc12	-41	98	100	96	100	-4	2	97	4	-35	98
COc1ccc(CCNC(=O)C2CCCN(C(=O)N(C)C)C2)c(OC)c1 (centres undefined)	-3	98	102	100	100	10	-3	96	9	13	99
O=C(NCCC1=CCCCC1)C1CC(=O)N(C2CCCCC2)C1 (centres undefined)	-3	102	100	97	100	-4	/	102	9	-7	100
CCOC(=O)Cn1nc(C)c(NC(=O)c2ccc([N+](=O)[O-])c(C)c2)c1C	-3	95	89	100	94	-1	/	96	17	-10	95

Eleven entries from above, with two lines to a compound.
Fields – Bim-Mcl-1 | Cdc42 wt GTP | Rac1 wt GTP bind | Rab7 wt GTP bind | Rab2A wt mod | Mcl1-Noxa inh | Pf gametocyte | HRas wt GTP | Avidin fluor | Mcl1-Bid inh | Rac1 act GTP bind
COc1ccc2oc(=O)c(C(=O)NCc3cccnc3)cc2c1
    0 | 105 | 107 | 103 | 101 | 0 | / | 101 | 13 | 2 | 99
CC(C)Cn1c(N)c(C(=O)COC(=O)c2ccc(O)cc2)c(=O)n(C)c1=O
    0 | 95 | 100 | 97 | 94 | 9 | -29 | 97 | 11 | -5 | 97
CCN1CCN(C(c2cccs2)C(C)NC(=O)c2c(F)cccc2F)CC1 (centres undefined)
    1 | 106 | 109 | 100 | 99 | 11 | / | 103 | 18 | 0 | 100
Cc1cc(C)nc(N/N=C/c2cccc3ccccc23)n1
    -5 | 101 | 101 | 97 | 98 | 16 | 5 | 97 | 10 | 1 | 98
Oc1ccc(-c2n[nH]c(=S)n2Cc2ccco2)cc1
    2 | 97 | 98 | 96 | 96 | 24 | 11 | 99 | 5 | -83 | 97
Cc1ccccc1Nc1nc(N)nc(COC(=O)c2ccc(S(=O)(=O)N(C)C)cc2)n1
    -1 | 97 | 101 | 101 | 99 | 20 | 6 | 99 | 16 | -10 | 99
Cc1ccc2cc3cc(C(=O)N4CCCCC4C)oc3nc2c1 (centres undefined)
    0 | 98 | 99 | 94 | 101 | 17 | / | 99 | 13 | -8 | 101
COC(=O)c1ccc(-n2nnnc2SCc2ccccc2OC)cc1
    0 | 98 | 96 | 95 | 100 | 3 | -3 | 99 | 9 | -2 | 98
CC(C)n1c(=O)[nH]c2cc(C(=O)Nc3ccccc3)ccc21
    0 | 96 | 102 | 103 | 96 | 16 | -17 | 99 | 11 | -11 | 93
O=C(O)c1ccccc1Sc1ncnc2sc3c(c12)CCC3
    0 | 129*[activator] | 123*[activator] | 107 | 124*[activator] | 13 | 8 | 121*[activator] | 11 | -10 | 123*[activator]
CN1C(=O)c2cccc(NCCCN3C(=O)c4ccccc4C3=O)c2C1=O
    -1 | 102 | 96 | 98 | 98 | -80 | 24 | 100 | 23 | -22 | 97

Later entries.
SMILES	Bim-Mcl-1	Cdc42 wt GTP	Rac1 wt GTP bind	Rab7 wt GTP bind	Rab2A wt mod	Mcl1-Noxa inh	Pf gametocyte	HRas wt GTP	Avidin fluor	Mcl1-Bid inh	Rac1 act GTP bind
COC(=O)c1cc2c(s1)CS(=O)C2 (centres undefined)	-4	104	103	98	100	8	/	100	23	-6	97
CN(Cc1nc2ccc(Cl)cc2[nH]1)Cc1nc(-c2cnccn2)no1	-3	98	96	99	97	-9	-16	96	6	-48	95
CCN(CCn1cccn1)C(=O)CCc1nnc(-c2ccc3c(c2)OCO3)o1	-4	104	102	98	99	-4	-6	98	6	-22	99
Cc1ccccc1NC(=O)N(CCc1nc2ccccc2[nH]1)Cc1ccccc1	-2	101	107	103	101	8	/	104	7	0	100
CCOC(=O)N1CCN(C(=O)c2ccc3c(=O)n(Cc4ccc(OC)cc4)c(=S)[nH]c3c2)CC1	9	94	96	98	95	18	-1	95	20	-35	96
Cc1cc2cccc(C)c2nc1SCC(=O)N(C)c1nc(-c2ccccc2)cs1	-3	101	102	101	102	-2	18	104	35	10	99
COC(=O)C1NN=C(C(=O)c2ccccc2)C1c1ccccc1 (centres undefined)	-5	101	104	98	98	10	/	100	3	-18	100
O=C(CCSc1nccn1Cc1ccccc1)N1CCOCC1	0	103	107	101	101	-1	1	101	8	-67	101
COc1cccc(C(=O)CN2CCN(S(=O)(=O)c3cccc([N+](=O)[O-])c3)CC2)c1	-1	103	106	103	102	14	12	102	17	-4	99
CCC(CO)NCc1ccc(OCC(=O)Nc2cccc(C(F)(F)F)c2)c(OC)c1 (centres undefined)	-1	106	107	101	102	1	/	103	2	2	100

Quoted from the listing:
O=C(O)c1ccccc1Sc1ncnc2sc3c(c12)CCC3 | Bim-Mcl-1 = 0
Cc1ccccc1Nc1nc(N)nc(COC(=O)c2ccc(S(=O)(=O)N(C)C)cc2)n1 | Rac1 wt GTP bind = 101

Remaining list, next part
SMILES	Bim-Mcl-1	Cdc42 wt GTP	Rac1 wt GTP bind	Rab7 wt GTP bind	Rab2A wt mod	Mcl1-Noxa inh	Pf gametocyte	HRas wt GTP	Avidin fluor	Mcl1-Bid inh	Rac1 act GTP bind
Cc1nc(C)c(C(=O)Nc2ccccc2)s1	1	93	94	99	95	-2	17	97	21	2	95
O=C(Nc1ccccc1C(=O)N1CCOCC1)c1cccnc1	-3	96	94	92	92	4	/	96	38	-7	91
Cc1cc(C)n(C(=O)c2ccc(C)c(S(=O)(=O)N3CCOCC3)c2)n1	-5	102	101	97	96	72*	/	97	23	-8	100
CCCC(=O)Nc1ccc(C(=O)NNC(=O)c2cccs2)cc1	1	93	92	95	93	-9	/	91	7	-16	94
